Source: PubChem BioAssay (several laboratories)
CHT PAM = allosterically activates the human high affinity choline transporter | CHT-expressing cells, membrane potential dye, choline EC20; active compounds read high; LV-AA mutant CHT in HEK293 cells | AID 488977 | hit rate 0.49% among 310,000 | B-score at 10 µM | Q9GZV3;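 active means initial fluorescence not abnormally high and integrated response B-score, plate-corrected, over 3 SD above library mean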
Target sequence (Q9GZV3 whole entry, looked up): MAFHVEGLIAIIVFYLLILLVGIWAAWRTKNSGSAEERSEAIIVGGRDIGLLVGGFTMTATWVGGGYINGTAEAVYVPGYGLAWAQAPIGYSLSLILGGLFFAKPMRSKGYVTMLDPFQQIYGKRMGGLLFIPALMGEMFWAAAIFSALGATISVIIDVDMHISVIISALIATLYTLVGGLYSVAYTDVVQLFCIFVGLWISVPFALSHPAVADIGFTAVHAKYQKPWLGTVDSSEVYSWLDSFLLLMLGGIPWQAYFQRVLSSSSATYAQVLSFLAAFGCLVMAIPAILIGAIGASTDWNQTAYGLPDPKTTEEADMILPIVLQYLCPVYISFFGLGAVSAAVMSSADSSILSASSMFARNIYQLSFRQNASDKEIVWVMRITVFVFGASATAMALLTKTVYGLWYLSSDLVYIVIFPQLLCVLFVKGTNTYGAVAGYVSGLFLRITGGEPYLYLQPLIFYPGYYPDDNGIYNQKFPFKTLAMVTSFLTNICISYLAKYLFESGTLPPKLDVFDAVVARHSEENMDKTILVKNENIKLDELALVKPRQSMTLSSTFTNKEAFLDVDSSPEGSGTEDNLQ
OX1R antagonist = antagonists of human orexin 1 receptor; O43613; CHO/OX1R cells, Fluo-8 calcium fluorescence, orexin A; inhibition, % at 5 µM; hit rate 0.43% among 330,000;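 active means inhibition above its plate's threshold, mean inhibition of all tested compounds on the plate plus 3 SD, cut at about 37% in these data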;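 further: 0% = orexin A challenge wells and 100% = SB-334867-A antagonist wells; not every result past the cut was called active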
Target sequence (O43613 whole entry, looked up): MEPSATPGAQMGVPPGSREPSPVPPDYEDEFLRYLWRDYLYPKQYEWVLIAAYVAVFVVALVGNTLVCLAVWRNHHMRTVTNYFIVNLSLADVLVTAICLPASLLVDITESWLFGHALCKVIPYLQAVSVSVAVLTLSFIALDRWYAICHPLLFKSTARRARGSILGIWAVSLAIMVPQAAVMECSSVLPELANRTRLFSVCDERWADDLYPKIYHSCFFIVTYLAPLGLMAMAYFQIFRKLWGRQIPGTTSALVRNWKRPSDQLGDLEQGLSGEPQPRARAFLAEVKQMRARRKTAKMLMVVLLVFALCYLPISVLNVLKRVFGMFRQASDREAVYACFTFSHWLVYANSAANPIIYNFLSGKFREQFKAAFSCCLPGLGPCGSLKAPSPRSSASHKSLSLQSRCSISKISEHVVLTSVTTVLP
Starred values were filed as active, the others as inactive; i = inactive; x = no result given. No enrichment for hits. About 0.83% of those tested had a hit in this group.

SMILES	CHT PAM	OX1R antagonist
CC(C)NC(=S)N1CCN(S(=O)(=O)c2cccc(C(F)(F)F)c2)CC1	i	-3.7
CCC1(C)Cc2c(sc3c2c(=O)n(C)c2nnc(SCCc4ccccc4)n32)CO1 (configuration not stated)	i	-20.9
Cc1cccc(NC(=S)N/N=C/c2ccc(Cl)c([N+](=O)[O-])c2)c1	i	2.3
COc1cccc(-n2c(SCC(=O)N3CCc4ccccc43)nnc2-c2c[nH]c3ccccc23)c1	i	-20.2
CCOC(=O)N1CCN(c2c(N3CCN(c4cc(C)ccc4C)CC3)c(=O)c2=O)CC1	i	-25.2
CCc1ccc(NC(=O)CO/N=C(\C)c2cc3ccccc3o2)cc1	i	1.1
CCn1c(=O)c(C(=O)Nc2ccccc2F)c(O)c2ccccc21	i	-12.1
Nc1n[nH]c(N)c1N=Nc1ccccc1F	i	-13.6
COc1ccc(OC)c(S(=O)(=O)NCCC(C)C)c1	i	-13.5
O=C(N/C(=C\c1ccc(Br)cc1)C(=O)N1CCOCC1)c1ccco1	i	-7.5
Cc1c(Br)c([N+](=O)[O-])nn1CC(=O)Nc1ccc(CC#N)cc1	i	-2.9
O=S(=O)(c1ccccc1)N(C1=NCCS1)S(=O)(=O)c1ccccc1	i	-1.7
NS(=O)(=O)c1cccc(NC(=O)COc2ncnc3c2cnn3-c2ccccc2)c1	i	-4.8
CNC(=S)N/N=C/c1c(C(=O)OC)cnn1-c1ccc(F)cc1F	i	7.1
CC(C)NC(=O)/C(C#N)=C\c1ccc(N(C)C)c(Br)c1	i	-2.7
Cc1ccc(NC(=O)c2ccc3c(c2)C(=O)N(CC2CCCO2)C3=O)cc1C (configuration not stated)	i	-23.2
O=C(Nc1ccc2c(c1)OCO2)Oc1ccccc1	i	-6.2
O=S(=O)(c1ccc(Br)cc1)N1CCC2(CC1)OCCO2	i	-3.0
O=C1c2ccccc2C(=O)N1CCOc1ccccc1Br	i	-14.5
Cc1cccc(OCC(=O)NCCNC(=O)c2ccncc2)c1	i	-10.2
CC(=C\C(=O)O)/C(=C\c1cccc2ccccc12)C(=O)O	i	-18.8
COc1ccc(OC)c(NC(=O)C2C3C=CC(C3)C2C(=O)NCc2ccccn2)c1 (configuration not stated)	i	-14.7
Cc1cc(C(C)(C)C)ccc1OCC(=O)N/N=C\c1c(C)n(C)n(-c2ccccc2)c1=O	i	-13.9
Cc1ccc(N2N=C(C(=O)O)CCC2=O)cc1Cl	i	-16.9
O=C(COC(=O)C12CC3CC(CC(C3)C1)C2)NCCc1ccccc1	i	-13.3

Given in markdown: entries from further up
| molecule | CHT PAM | OX1R antagonist |
| --- | --- | --- |
| Cc1cccc(OCC(=O)NCCNC(=O)c2ccncc2)c1 | i | -10.2 |
| NS(=O)(=O)c1cccc(NC(=O)COc2ncnc3c2cnn3-c2ccccc2)c1 | i | -4.8 |

More compounds follow.
SMILES	CHT PAM	OX1R antagonist
COc1ccc2nc(Nc3nc4ccc(NC(C)=O)cc4s3)sc2c1	i	-1.5
Cc1ccc(S(=O)(=O)c2c(COC(=O)c3cccc(Cl)c3)c(-c3ccccc3)nn2C)cc1	i	-9.6
O=C(NCc1ccc(Cl)cc1)C1CCC(CNc2c(N3CCCC3)c(=O)c2=O)CC1 (configuration not stated)	i	-31.5
Cc1nn(C)cc1C1C2=C(CC(C)(C)CC2=O)OC2=C1C(=O)CC(C)(C)C2	i	-7.7
CCOc1ccc(CCNC(=O)CCCn2nc(C)c3c(C)n(-c4ccccc4)nc3c2=O)cc1	i	-32.9
COc1ccc(N(CC(=O)NCc2ccc(F)cc2)C(=O)CCC(=O)Nc2nccs2)cc1	i	-23.8
CN(C)c1ccc(NC(=O)CCCCCn2nnc3ccccc3c2=O)cc1	i	8.0
CCCCn1c(N)c(N(C)C(=O)c2cn(-c3ccccc3)nc2-c2ccccc2)c(=O)[nH]c1=O	x	-5.9
CCSc1ncnc2sc(C)c(C)c12	i	-10.3
CCNc1c(NS(=O)(=O)c2ccc(Cl)s2)c(=O)oc2ccccc12	i	-23.9
c1ccc(-c2ccc3c(c2)c2c4n3CCN=C4CCC2)cc1	i	-25.6
COC(=O)c1c(C(=O)OC)c(-c2ccc(OC)cc2)n2c1CS(=O)C2 (configuration not stated)	i	-8.1
O=C(NC(=S)N1CCN(c2ccc(C(F)(F)F)cc2[N+](=O)[O-])CC1)c1cccs1	i	-5.2
COCCNC(=O)[C@H](CSCc1ccccc1)N1Cc2ccccc2C1=O	i	-30.1
CCN(CC)S(=O)(=O)c1ccc(S(=O)(=O)N(CC(=O)Nc2ccccc2)Cc2ccco2)cc1	i	8.9
NCCCCCC(=O)N/N=C/c1ccc2nccnc2c1	i	-1.8
CCOC(=O)CNc1c(-c2ccc(OC)cc2)nc2ccc(Cl)cn12	i	-30.9
CC(C)(C)C1CCc2c(sc3nc(SCC(N)=O)nc(N)c23)C1 (configuration not stated)	i	-30.5
COc1ccc(CCN2C(=O)CC(Cc3ccccc3)C2=O)cc1OC (configuration not stated)	i	-21.8
COc1ccc(OCC(=O)N(C)Cc2ccccc2)cc1	i	-4.3
CC1CN(CC(O)COC(c2ccccc2)c2ccccc2)CC(C)O1 (configuration not stated)	i	-21.5
CCCCn1c(N)c(N(CCOC)C(=O)c2ccc3c(c2)C(=O)N(c2ccccc2Cl)C3=O)c(=O)[nH]c1=O	x	4.4
Cc1ccccc1C(=O)NC1CCS(=O)(=O)C1 (configuration not stated)	i	-13.3
CCN(CC(=O)Nc1sc2c(c1C#N)CCC(C)C2)CC(=O)NC1CCS(=O)(=O)C1 (configuration not stated)	i	-31.6
COc1ccc(CNC(=O)COC(=O)CCS(=O)(=O)c2ccc(C)cc2)cc1OC	i	-12.7

The list continues.
SMILES	CHT PAM	OX1R antagonist
CCOc1ccccc1NC(=O)C(NCC1(N2CCCCC2)CCCCC1)c1ccccc1 (configuration not stated)	i	-33.9
COc1ccc(S(=O)(=O)N2CCC(C(=O)N[C@H](C(=O)NCc3ccco3)C(C)C)CC2)cc1	i	-23.4
CN1C(=O)C2(C(C#N)=C(N)N(c3cc(Cl)cc(Cl)c3)C3=C2C(=O)CC(C)(C)C3)c2ccccc21 (configuration not stated)	i	-27.2
O=C(Nc1ccc2c(c1)OCO2)C(=O)c1c[nH]c2ccccc12	i	-1.4
CS(=O)(=O)Oc1ccc(Br)cc1/C=C1/N=C(c2ccco2)OC1=O	i	-4.5
CC1CCC(NC(=O)c2nn(C)c3c2CS(=O)(=O)c2ccccc2-3)CC1 (configuration not stated)	i	-17.4
CCCCNC(=S)N(Cc1c(C)noc1C)c1ccccc1	i	-6.5
COc1cccc(-c2nnc(NC(=O)C3CCCCC3)o2)c1	i	0.0
Cn1nc(C(F)(F)F)c(C(=O)Nc2ccc(F)cc2F)c1Sc1cccc(Cl)c1	i	26.4
CCOc1ccccc1NC(=O)N1CCCC1C(=O)Nc1nnc(CC)s1 (configuration not stated)	i	-27.4
Cc1cc(OCC(=O)OCC(=O)NC2CCCC2)ccc1Cl	x	-17.1
COc1c(S(=O)(=O)N2CCCC2)ccc(Cl)c1Cl	i	-20.0
O=C1C(=O)N(C2CCS(=O)(=O)C2)C(c2cccc(O)c2)/C1=C(/O)c1ccc(Cl)cc1 (configuration not stated)	i	-1.4
CC(=O)/C(=N/Nc1cccc(Cl)c1)Sc1nnc(C(O)c2ccccc2)n1-c1ccccc1 (configuration not stated)	i	-30.4
COc1ccc(OC)c(Nc2nc(-c3sc(NC(=O)c4ccccc4)nc3C)cs2)c1	i	-24.2
Nc1sc2c(c1C(=O)NC1CC1)CCCC2	x	-36.9
CC(C)[C@@H]1CN=C(N)N1C[C@@H]1CCCN1C[C@H](C)N1C[C@@H](Cc2ccccc2)N(CCc2ccc(Cl)c(Cl)c2)C1=N	x	-10.8
O=C(Nc1ccc(F)cc1)c1ccc(S(=O)(=O)N2CCOCC2)o1	i	-13.4
O=C(Nc1ccccc1)c1ccc(S(=O)(=O)NCc2ccco2)cc1	i	-9.8
O=C(CSc1nnc(CNC(=O)c2ccco2)o1)Nc1ccccc1	i	2.7
CCn1c(NCCCO)nc2c(c1=O)C(C)(CC)Cc1ccccc1-2 (configuration not stated)	i	-12.2
CC(NC(=O)c1ccc(NC(=O)CC2SC(N3CCCC3)=NC2=O)cc1)c1ccc(F)cc1 (configuration not stated)	x	-8.5
NCCCC[C@@H]1NC(=O)c2cc([N+](=O)[O-])cc(I)c2SC[C@@H](C(N)=O)NC(=O)[C@H](Cc2ccc(O)cc2)NC1=O	i	-16.2
COc1ccccc1N1CCN(C(=O)CSc2nnc(NC(=O)C(C)C)s2)CC1	i	-23.8
COCCN(C(=O)COC(=O)CCSc1ccc(F)cc1)c1c(N)n(Cc2ccccc2)c(=O)[nH]c1=O	i	-16.0

Four compounds picked at random from the list so far:
SMILES	CHT PAM	OX1R antagonist
O=C(CSc1nnc(CNC(=O)c2ccco2)o1)Nc1ccccc1	i	2.7
COc1ccc(S(=O)(=O)N2CCC(C(=O)N[C@H](C(=O)NCc3ccco3)C(C)C)CC2)cc1	i	-23.4
CS(=O)(=O)Oc1ccc(Br)cc1/C=C1/N=C(c2ccco2)OC1=O	i	-4.5
CC(C)[C@@H]1CN=C(N)N1C[C@@H]1CCCN1C[C@H](C)N1C[C@@H](Cc2ccccc2)N(CCc2ccc(Cl)c(Cl)c2)C1=N	x	-10.8

The list goes on.
SMILES	CHT PAM	OX1R antagonist
COc1ccc(/C=C2\NC(=O)C(C=NCc3ccccc3)=C2O)cc1	i	-23.1
CCOC(=O)C1CCCN(C(=O)CC(C)c2ccccc2)C1 (configuration not stated)	i	-15.6
Cc1nc(SCC(=O)NCCc2ccccc2)c2c(=O)n(C)c(=O)n(C)c2n1	i	-0.8
O=C(COC(=O)c1cnccn1)Nc1ncc(Cl)cc1Cl	i	-26.4
CN1CCCC(CN2c3ccccc3Sc3ccccc32)C1 (configuration not stated)	i	0.7
COc1ccc(-c2cc(C#N)nc(NN)n2)cc1	i	-26.5
CCC(=O)N(C1=C(NC(C)C)C(=O)c2ccccc2C1=O)C(C)C	i	1.9
Cc1ccc(CN2CCC(N3CC(C)OC(C)C3)CC2)cc1 (configuration not stated)	i	x
COC(=O)/C=C/c1ccc(-n2ccnc2)cc1	i	10.1
O=C(CCc1ccccc1)Nc1ncc2c(n1)CCCC2=O	i	-12.7
Cc1cc(C(=O)N/N=C/c2cccc(Cl)c2Cl)no1	i	-22.6
CN1CCN(c2ncccc2S(=O)(=O)N2CCCCC2)CC1	i	-13.3
CN(C)C(=O)C[n+]1ccc(/C=N/O)cc1	i	-9.8
CNC(=S)NCCCc1ccccc1	i	-6.9
COc1cccc(-c2ccc(C#N)c(OC(=O)c3c(Cl)cccc3Cl)n2)c1	i	-34.3
Cc1c(C(=O)Nc2ccc3c(c2)OCO3)sc2ncn(CC(=O)N3CC(C)CC(C)C3)c(=O)c12 (configuration not stated)	i	13.1
CC(=O)C1=C(C)OC(N)=C(C#N)C1c1cccc2ccccc12 (configuration not stated)	i	-6.6
O=C(CCN1C(=O)C2CC=CCC2C1=O)N1CCN(c2ccccn2)CC1 (configuration not stated)	i	-16.9
COC(=O)c1cc(NC(=O)CC2NC3CCCCC3NC2=O)cc(C(=O)OC)c1 (configuration not stated)	i	-3.8
CC(C)[C@H](NC(=O)c1ccccc1Cl)C(=O)OCc1cc(=O)n2cc(Br)ccc2n1	i	-14.0
Cc1ccc2c(CC(=O)NNC(=O)c3ccccc3)coc2c1	i	-9.1
C/C(CC(=O)NC1CCCCC1)=N\NC(=O)c1ccccc1C	i	-2.2
CN(C)CCNC(=O)Cn1ccc2cc(S(=O)(=O)N3CCCCCC3)ccc21	i	-9.5
COc1ccc(OC)c(NC(=O)CCN2CCCCCC2)c1	i	-39.1
CCCCCCCCCOC(=O)C(CC(=O)O)N1CCOCC1 (configuration not stated)	i	-12.1

Further structures
SMILES	CHT PAM	OX1R antagonist
C=CCNC(=O)CSc1nnc(-c2ccccc2Cl)n1-c1c(C)n(C)n(-c2ccccc2)c1=O	i	-2.6
CC(C)(C)C(=O)Cn1ncc(N2CCCC2)c(Br)c1=O	i	-18.5
COC(=O)c1sc(-c2ccc(C(C)(C)C)cc2)cc1NC(=O)CCC(=O)O	i	31.0
O=C(Nc1c(-c2cccs2)nc2ccccn12)c1ccccc1F	i	-38.0
COc1cc(C(=O)N/N=C/c2ccc(OC(=O)c3ccccc3)c(OC)c2)ccc1O	i	x
Cc1c(Br)c([N+](=O)[O-])nn1CC(=O)c1ccccc1	i	7.3
CCCOc1cccc(C2/C(=C(\O)c3ccc4c(c3)OCCO4)C(=O)C(=O)N2CCCn2ccnc2)c1 (configuration not stated)	i	-17.2
Cc1ccccc1SCC(=O)OCC(=O)NCCNC(=O)COC(=O)CSc1ccccc1C	i	-30.1
Cc1ccc(NC(=O)c2cc(N3C(=O)CCC3=O)ccc2N2CCOCC2)cc1	i	-11.8
Cc1oc2nc(SCC(=O)NCc3cccnc3)nc(N)c2c1C	i	-2.1
CCOC(=O)COc1ccc(N)cc1CC(NC(C)=O)(C(=O)OCC)C(=O)OCC	i	-22.6
Cc1ccc2[nH]c3c(N4CCc5ccccc5C4)ncnc3c2c1	i	51.3*
C/C(=N/NC(=O)CNS(=O)(=O)c1ccc(C)cc1)c1cccc([N+](=O)[O-])c1	i	-22.9

Copied from the entries so far (4 entries):
SMILES	CHT PAM	OX1R antagonist
O=C(Nc1c(-c2cccs2)nc2ccccn12)c1ccccc1F	i	-38.0
COc1cc(C(=O)N/N=C/c2ccc(OC(=O)c3ccccc3)c(OC)c2)ccc1O	i	x
Cc1c(Br)c([N+](=O)[O-])nn1CC(=O)c1ccccc1	i	7.3
CCCOc1cccc(C2/C(=C(\O)c3ccc4c(c3)OCCO4)C(=O)C(=O)N2CCCn2ccnc2)c1 (configuration not stated)	i	-17.2

3 entries already listed, arranged by the number in OX1R antagonist, largest number first:
| compound | OX1R antagonist |
| --- | --- |
| Cc1ccc2[nH]c3c(N4CCc5ccccc5C4)ncnc3c2c1 | 51.3* |
| CCCOc1cccc(C2/C(=C(\O)c3ccc4c(c3)OCCO4)C(=O)C(=O)N2CCCn2ccnc2)c1 (configuration not stated) | -17.2 |
| Cc1ccccc1SCC(=O)OCC(=O)NCCNC(=O)COC(=O)CSc1ccccc1C | -30.1 |
